HCV core dimer – blocks dimerization of HCV core protein; inhibition, % at 5 µM; TR-FRET GST/Flag-core106 dimerization, 1536-well; 0.33% of 300,000 active;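 active = inhibition above the mean of all tested compounds plus 3 SD, set per screening campaign, cut at about 45% in these data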
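assay system = GST-tagged and Flag-tagged HCV core protein residues 1-106 | controls = unlabelled core106 and no-GST-core106 wells | incubation = compound-protein-antibody incubation 4 h at 22.5 °C | probe or stimulus = Eu donor and XL665 acceptor anti-tag antibodies | read-out = % inhibition based on acceptor/donor emission ratio | signal = TR-FRET 671 and 617 nm emission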
PP5 inh – blocks human protein phosphatase 5 activity; 0.18% of 320,000 active; purified PP5c, OMFP substrate fluorescence; inhibition, % at 6.7 µM; AID 1987; P53041;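 active = inhibition above the campaign's mean inhibition across all tested compounds plus 3 SD, cut at about 9.5% in these data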;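 note: 0% = DMSO only and 100% = 100 µM cantharidin control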
CTSL1 counter – counter-screen for PFM18AAP inhibitors: inhibitors of F. hepatica cathepsin L1; 0.49% of 300,000 active; recombinant F. hepatica cathepsin L1, Z-Leu-Arg-MCA fluorescence; inhibition, % at 5.96 µM;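 active = inhibition above the mean of all tested compounds plus 3 SD, set per screening campaign, cut at about 17% in these data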;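 note: 0% = plate median of test compound wells and 100% = 1 µM Z-Phe-Ala-diazomethylketone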
PP1 counter – blocks human PP1-alpha phosphatase, a PP5 counter-screen; 0.9% of 320,000 active; purified PP1alpha, OMFP fluorescence; AID 2235; inhibition, % at 6.7 µM; P62136;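 active = inhibition above the mean inhibition of all tested compounds plus 3 SD, computed separately for each screening campaign, cut at about 15% in these data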
JMJD2C inh – blocks human GASC-1 demethylase activity. AID 2099. GST-JMJD2C(1-420) H3K9me3 demethylation, DELFIA europium. 0.069% of 330,000 active. Q9H3R0. inhibition, % at 2.35 µM;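 active = more than half of a compound's replicate wells show inhibition beyond 50%, single wells judged on their own value; inconclusive = some, but no more than half, of replicates pass 50% inhibition; inactive = no replicate passes 50% inhibition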;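 note: signal counts dimethyl H3K9 product captured on neutravidin plate; 0% = median of DMSO wells and 100% = 0.3 times that DMSO median; strong numbers were not always called active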
TPT1 inhibitor – inhibitors of Candida albicans tRNA 2'-phosphotransferase TPT1; inhibition, % at 5 µM; 0.81% of 300,000 active; AID 1962; recombinant caTPT1, FP RNA substrate dephosphorylation;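 active = inhibition above the mean of all tested compounds plus 3 SD, set per screening campaign, cut at about 24% in these data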;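 note: plate controls were DMSO alone for no effect and ferristatin control at 100 nM for full effect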
Efflux pump mplx – antifungal efflux pump inhibition, Nile Red retention | S. cerevisiae Candida pump triplex | inhibition, % at 10 µM | 0.44% of 330,000 active | AID 485275;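 active = plate passing quality check with inhibition over a set limit, or well fluorescence over plate mean plus 4 SD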;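 note: Nile Red retained in pooled yeast measured as flow cytometry median fluorescence; 0% = buffer negative control and 100% = Enniatin B positive control; higher means more Nile Red kept so more efflux inhibition; some compounds called inactive have numbers as strong as hits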
PREPL inhibitor – inhibits the human prolyl oligopeptidase-like enzyme. recombinant PREPL, fluorescence polarization activity-based probe. AID 2751. inhibition, % at 5.96 µM. Q4J6C6. 0.68% of 320,000 active; in the data active = inhibition above about 43%;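 note: 0% = enzyme with DMSO and 100% = wells lacking enzyme; many of its hits are not listed in these tables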
Target sequence (Q4J6C6 whole entry, looked up): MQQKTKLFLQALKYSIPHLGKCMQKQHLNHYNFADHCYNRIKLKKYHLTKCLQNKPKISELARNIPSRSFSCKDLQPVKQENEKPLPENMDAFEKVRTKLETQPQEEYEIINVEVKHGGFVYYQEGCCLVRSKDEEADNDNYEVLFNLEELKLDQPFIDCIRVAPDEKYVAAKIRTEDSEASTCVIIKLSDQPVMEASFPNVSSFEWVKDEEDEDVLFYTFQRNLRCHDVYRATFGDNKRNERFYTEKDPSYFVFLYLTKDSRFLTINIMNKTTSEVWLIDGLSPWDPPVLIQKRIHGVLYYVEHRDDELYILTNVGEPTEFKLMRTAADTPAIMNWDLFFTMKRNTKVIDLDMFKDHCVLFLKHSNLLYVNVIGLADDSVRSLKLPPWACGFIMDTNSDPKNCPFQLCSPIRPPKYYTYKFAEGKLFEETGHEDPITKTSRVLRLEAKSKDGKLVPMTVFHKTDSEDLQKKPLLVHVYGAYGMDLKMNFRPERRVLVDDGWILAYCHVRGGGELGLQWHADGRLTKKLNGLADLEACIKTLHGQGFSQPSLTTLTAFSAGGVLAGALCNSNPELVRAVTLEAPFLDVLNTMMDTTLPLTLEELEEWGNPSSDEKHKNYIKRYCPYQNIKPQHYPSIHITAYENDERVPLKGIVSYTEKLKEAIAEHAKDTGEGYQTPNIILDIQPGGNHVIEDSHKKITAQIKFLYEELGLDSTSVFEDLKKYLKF
LYPLA2 inh – blocks human lysophospholipase 2, a PME1 counter-screen | O95372 | recombinant LYPLA2, FP-Rh probe fluorescence polarization | inhibition, % at 5.9 µM | 0.38% of 320,000 active | AID 2177;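 active = inhibition above the screen-wide mean plus 3 SD, limit set per campaign, cut at about 26% in these data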;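 note: 0% = LYPLA2 with DMSO and 100% = wells lacking LYPLA2 enzyme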
Target sequence (O95372 whole entry, looked up): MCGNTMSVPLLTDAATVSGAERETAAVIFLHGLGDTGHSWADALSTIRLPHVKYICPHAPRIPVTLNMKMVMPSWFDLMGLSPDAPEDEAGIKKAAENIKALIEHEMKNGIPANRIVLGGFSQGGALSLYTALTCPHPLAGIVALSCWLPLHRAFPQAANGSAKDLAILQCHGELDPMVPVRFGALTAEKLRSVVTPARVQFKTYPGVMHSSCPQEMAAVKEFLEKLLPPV
* marks the source's active call; other numbers are inactive results; ? = inconclusive; . = no result given. A portion of the library. The share of hits here may be higher or lower than overall.

Molecule	HCV core dimer	PP5 inh	CTSL1 counter	PP1 counter	JMJD2C inh	TPT1 inhibitor	Efflux pump mplx	PREPL inhibitor	LYPLA2 inh
Cn1cc(/C=N\O)nc2c(=O)n(-c3ccccc3)c(=O)nc1-2	1	-0.5	-3	-2	12	-8	0.2	12	1
Cc1nonc1C(=O)N/N=C/c1cccc(O)c1	5	1.6	1	-2	9	3	-0.1	-1	-2
COc1ccccc1CN(C)C(=O)CSc1nnc(C2CC2)n1C1CC1	.	3.2	.	3	11	.	-0.1	10	3
CC(=O)c1c(C)[nH]c(C(=O)OCC(=O)NCC(C)C)c1C	-8	0.8	-1	-2	4	1	0.1	-19	6
CC(C)c1ccc(/C=C/C(=O)n2nnc3ccccc32)cc1	4	0.7	-3	-2	-27	1	0.1	0	-5
Cc1ccc2nc(NC(=O)CS(=O)(=O)Cc3ccccc3)sc2c1	2	-0.9	2	0	-6	1	0.1	-25	-1
CS(=O)(=O)N(CC(=O)N1CCN(Cc2ccccc2)CC1)c1cccc(Cl)c1	2	-2.6	-1	0	6	1	0.1	1	-6
COc1ccc(CN(CC(=O)NCc2ccc(F)cc2)C(=O)CCC(=O)Nc2nccs2)cc1	-5	0.6	-4	0	-14	0	-0.5	-9	2
COc1ccc(S(=O)(=O)Nc2cc(C)c(O)cc2C(C)C)cc1	-1	3.0	1	0	114	-2	-0.1	-1	-7
O=CN1CCN(C(=O)c2ccc(Br)o2)CC1	-2	0.6	2	-1	3	-2	0.1	9	0
Cc1cccc(C)c1OCc1cc(C(=O)N2CC3C[C@@H]4CC2C[C@H](C3)C4)no1	5	3.4	4	-1	4	-1	-3.2	7	4
Cc1cccc(OCC(=O)NC2CCCc3ccccc32)c1C (stereo not given)	3	6.1	-12	-2	2	-1	0.0	-15	3
O=C(/C=C/Nc1ccc(F)cc1)c1cccs1	3	3.2	1	1	3	-1	0.1	4	4
COc1ccc(-n2c(SCC(=O)Nc3sc4c(c3C#N)CCCC4)nnc2-c2ccc(O)cc2)cc1	13	-2.6	7	-3	-15	-1	0.0	2	-4
O=c1[nH]c(=O)n(-c2ccccc2)c2c1C(C(F)(F)F)(C(F)(F)F)N=C(C1CCCCC1)N2	2	4.0	-2	2	0	-4	-0.1	-5	3
O=C(COc1ccc2ccccc2c1)NNC(=O)[C@@H]1CCCC[C@@H]1C(=O)O	4	4.0	-1	-1	-4	-1	0.1	-28	0
O=C(Cc1cccs1)Nc1ccccc1F	-20	-6.3	1	3	-12	-1	-0.1	7	1
COCCNC(=O)C1CC2Cn3c(nc4cc(Cl)c(Cl)cc43)C2N1C (stereo not given)	3	1.5	0	1	5	-2	0.0	-4	-8
COc1ccc(CCNC(=O)c2cc3c(C)nccc3[nH]c2=O)cc1OC	-5	-2.1	6	1	27	1	0.1	17	-2
c1ccc(CSc2nnc(-c3ccco3)n2Cc2ccco2)cc1	0	2.0	-7	0	5	3	0.2	-6	6
O=C(Oc1ccccc1-c1nnco1)c1ccc(Cl)cc1	2	4.4	-3	0	-4	-3	0.1	10	3
O=C(c1ccc(Cl)cc1)n1c(NCc2ccccc2)n[nH]c1=S	3	-2.1	4	2	0	4	0.0	0	3
CCC(C)NC(=O)c1ccc(NC(=O)CC2SC(N3CCCCC3)=NC2=O)cc1 (stereo not given)	.	0.0	.	-7	9	.	0.0	2	-2
COc1ccccc1CNC(=O)COC(=O)CNS(=O)(=O)c1ccc(NC(C)=O)cc1	.	2.7	.	-2	.	.	0.0	7	3
Cc1cc[n+]2cc(-c3cccc([N+](=O)[O-])c3)c(-c3cccc([N+](=O)[O-])c3)cc2c1	5	2.9	0	10	6	0	-0.2	38	4
NNC(=O)C1=NOC2COC3(CCN(c4ncccn4)CC3)OCC12 (stereo not given)	0	0.8	5	-1	-10	-3	0.3	13	6
CC1CN(C(=S)Nc2ccc(Cl)cc2)CC(C)O1 (stereo not given)	-1	-0.8	-5	-3	2	0	0.1	7	6
O=C(c1ccco1)N1CCN(c2c([N+](=O)[O-])nn(-c3ccc(Cl)cc3)[n+]2[O-])CC1	0	0.4	1	4	17	-3	0.0	-2	2
CCOC(=O)Nc1ccc2c(c1)N(C(=O)CCN1CCN(CCO)CC1)c1ccccc1CC2	2	2.5	0	-1	1	-3	-0.1	-12	0
CC(=O)Nc1cccn(Cc2c(Cl)cccc2Cl)c1=O	5	4.9	-2	-2	0	3	0.3	-1	-9
Cc1ccc(-c2cc(C(F)(F)F)n3ncc(C(=O)N4CCCc5ccccc54)c3n2)cc1	-2	2.7	-3	-4	-4	2	0.7	3	5
CC1CC(N(C(=O)c2ccco2)c2ccccc2)c2ccccc2N1 (stereo not given)	6	0.7	-5	1	17	-1	-0.2	-3	-5
Cc1ccccc1NC(=O)CSc1cn[nH]n1	6	-1.9	-2	-1	2	1	-0.2	-3	-9
O=c1[nH]c(NCCO)nc2ncn(Cc3ccccc3)c12	4	1.3	-1	-8	0	-4	0.1	7	7
COC(=O)c1ccc(S(=O)(=O)c2ccccc2)c(N)c1	-4	1.9	-1	1	-9	-4	0.0	-1	-3
COc1ccc(CCNC(=O)c2cc(Cl)nc3ccccc23)cc1	15	1.1	2	-3	?	3	-0.2	3	1
COC(=O)Nc1nnc(-c2ccccc2OC)s1	0	2.4	-1	1	-6	-4	0.0	-3	1
Cc1cc(C)c(NC(=O)C(C)N2CCCCCC2)c(C)c1 (stereo not given)	1	-0.2	-2	1	-7	1	-0.1	-7	3
CCN(CC(=O)NCc1ccc(F)cc1)C(=O)c1oc2ccccc2c1C	0	1.6	1	-1	4	-3	-0.2	4	1
COC(=O)COc1cccc(NC(=O)c2ccc(Cl)cc2)c1	-2	3.0	-2	-1	2	-3	-0.3	-7	5
COc1ccc(-c2nnc(SCC(=O)NCc3cccs3)n2CC(C)C)cc1	-25	-5.6	2	-4	-7	-2	-0.1	9	0
CCC(=O)Nc1nnc(SCc2ccccc2F)s1	-2	0.4	-5	2	12	1	0.2	4	3
Cc1ccc(CNC(=O)CCS(=O)(=O)c2ccc3nc(C)sc3c2)cc1	-2	0.5	0	0	59	1	-0.1	-12	6
CN(C)c1nc(NN)nc(Nc2ccc(F)cc2)n1	3	-1.0	11	2	3	-1	0.1	16	-2
Cc1ccccc1OCc1nnc(SCC(=O)Nc2ccc3nc(SCC(=O)Nc4ccccc4)sc3c2)n1C	17	0.2	5	17*	2	-2	-1.7	-16	-50
COc1ccc2[nH]c(=O)c(CN(C(=O)NC3CCCCC3)C3CCCCC3)cc2c1	4	2.0	2	5	8	-1	0.2	4	4
COc1ccc([C@@H]2[C@@H]3C(=O)N(C(C)(C)C)C(=O)[C@@H]3[C@]3(C)C(=O)N(c4ccccc4)C(=O)N23)cc1	-7	2.0	0	5	0	-5	-0.1	4	-3
CCCOc1ccc(-c2nc(SCc3ccccc3)[nH]c(=O)c2C#N)cc1OC	22	1.4	3	0	4	0	0.1	-2	-6
NC(=O)C1CCN(Cc2nc3cc(Cl)ccc3c(=O)[nH]2)CC1	12	0.6	-5	-4	-17	5	-0.1	4	0
CC12CCC(C/C1=N/OC(=O)c1cccc([N+](=O)[O-])c1)C2(C)C (stereo not given)	2	-0.5	1	-1	-36	-1	0.5	12	6
S=C(NCC1CCCO1)Nc1cccc2ccccc12 (stereo not given)	4	-0.5	1	1	3	-1	0.0	4	4
O=C(COc1ccc(Br)cc1)NCCNC(=O)c1ccccn1	-9	-1.2	3	-4	7	-2	0.0	-4	1
CCOc1ccc(-n2c(SCC(=O)Nc3cc(OC)c([N+](=O)[O-])cc3C)nc3ccccc32)cc1	11	2.6	1	-2	-9	0	0.1	-5	-12
CN1/C(=C\P(=O)(N(C)C)N(C)C)C(C)(C)c2ccccc21	1	0.8	2	-2	5	-9	0.0	-307	-127
CCCCNC(=O)Nc1cc(C(F)(F)F)c[nH]c1=O	-7	-1.1	-2	-2	-18	1	0.0	3	2
COCCN(CCOC)Cc1c(O)ccc2c1O/C(=C\c1ccc(C)o1)C2=O	-2	-1.1	4	-1	-24	27*	-0.2	4	-4
CC(C)CN(CC(C)C)C(=O)CN1C(=O)NC2(CCCc3ccccc32)C1=O (stereo not given)	8	-0.3	-3	-5	1	-3	-0.2	2	-12
O=c1[nH]c(=O)c2nc(-c3ccc(Cl)cc3)cnc2[nH]1	7	3.1	3	3	7	-2	0.1	-1	1
CC12CCC(C(=O)Nc3ccc(SC(F)F)cc3)(CC1=O)C2(C)C (stereo not given)	3	1.2	-1	0	2	-2	0.1	16	3
O=C(Nc1ccc(Cc2ccncc2)cc1)c1cc(F)c(F)cc1Cl	-4	-2.5	5	1	-22	-2	-0.1	2	2

Additional structures follow.
Molecule	HCV core dimer	PP5 inh	CTSL1 counter	PP1 counter	JMJD2C inh	TPT1 inhibitor	Efflux pump mplx	PREPL inhibitor	LYPLA2 inh
CC(=O)c1cccc(NC(=O)c2cccc(S(=O)(=O)N(C)C)c2)c1	-2	2.8	-2	0	1	-3	-0.2	17	3
CN(CCOC(=O)c1ccc2c(c1)OCO2)C(C)(C)C	0	-0.7	1	-1	-2	0	-0.2	26	3
CCOC(=O)c1sc(N(Cc2ccccc2)C(=O)COC(=O)c2cnccn2)nc1C	11	0.1	-29	1	2	8	0.0	-12	0
COC(=O)CSCc1nc2ccccc2[nH]c1=O	-14	0.7	-2	-2	4	64*	0.1	4	4
Cc1ccc(NC(=S)NNC(=O)c2c(Cl)c(C)nn2C)cc1	4	1.3	1	-2	-8	2	0.0	-3	3
CCn1nc(C(=O)OCC(=O)c2cc(C)n(Cc3cccs3)c2C)c2ccccc2c1=O	8	2.6	0	14	-6	2	0.3	-21	-8
CCC(=O)c1ccc(N2CCN(C(=O)COc3ccccc3F)CC2)c(F)c1	1	1.1	-2	0	0	-5	-0.2	-12	6
CCOc1ccccc1N1CCN(S(=O)(=O)c2cc(C)ccc2OC)CC1	10	2.2	-4	0	2	-3	-0.2	4	-5
COC(=O)CCC(=O)N1CN2CN(C(=O)CCC(=O)OC)CC([N+](=O)[O-])(C2)C1	-5	1.0	18*	-2	-5	-4	-0.1	-11	5
CC(=O)N(/C=C1\SC(=S)N(c2ccccc2)C1=O)c1ccccc1	1	1.0	-1	-1	9	6	-0.1	-56	-50
CC1CCc2c(sc(N)c2C(N)=O)C1 (stereo not given)	2	3.2	2	-1	-6	8	0.1	13	0
Cc1ccc(Nc2c(-c3ccccc3)nc3cnccn23)cc1	-2	1.7	1	-2	-7	0	0.0	-12	-1
O=C(NCc1ccco1)C(=O)c1cn(CC(=O)N2CCCCCC2)c2ccccc12	5	-0.9	6	-2	.	-1	0.0	0	-5
NC(=O)c1ccsc1NC(=O)CN1C(=O)C2CC=CCC2C1=O (stereo not given)	-2	-0.3	-1	1	-4	1	0.0	-3	-5

Screens deposited in PubChem by several laboratories.
